TIM10 inh: growth inhibitors of isogenic TIM10 control yeast, primary screen, counter-screen for tim10-1 yeast inhibitor project, luminescence, uHTS. S. cerevisiae TIM10 strain growth, BacTiter-Glo luminescence, 24 h. AID 463195, 2010. hit rate 1.4% among 330,000. inhibition, % at 10 µM;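 active means inhibition of 40% or more at the single tested concentration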;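 further: wild-type TIM10 isogenic control strain grown at permissive 25 °C; 0% = DMSO yeast wells and 100% = minimal medium wells without yeast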
CHOP UPR activ: activators of apoptotic CHOP UPR arm, primary screen, cell-based, CHO-CHOP luciferase reporter, luminescence, uHTS | AID 449763, 2010 | UPR activation; percent of tunicamycin response over DMSO baseline | activation, % at 10 µM | hit rate 0.34% among 330,000;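 active means at 10 µM dose, activation of 40% or more, normalized to positive control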;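 further: 100% = tunicamycin at 10 µg/mL and 0% = DMSO alone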
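System: CHO CHOP reporter cells. Amount: 500 cells per well. Buffer or medium: F12 medium, 10% FBS. Compound dosing: one dose, 10 µM in 0.5% DMSO. Incubation: 6 h compound exposure at 37 °C after overnight seeding. Technique: Steady-Glo luciferase luminescence. Benchmarks: tunicamycin and DMSO controls.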
APJ agonist: agonists of human apelin receptor APJ, primary screen, CHO-K1 cells, PathHunter beta-arrestin, luminescence; AID 2520, 2010; 0% DMSO wells, 100% apelin; hit rate 0.11% among 330,000; activation, % at 20 µM; P35414;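 active means activation more than six SD over the plate average, tested at 20 µM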;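 further: 0% = DMSO alone and 100% = apelin-13 at 10 nM; some results filed as inactive read as strong as hits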
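Assay system: CHO-K1 cells stably expressing ProLink-tagged human APJ and arrestin–beta-gal acceptor. Compound dosing: 20 µM single point, 1% DMSO. Times: 16-18 h seeding, 90 min dark compound exposure, 60 min detection. Detection: beta-gal luminescence. Evaluation: APJ–arrestin association signal. Controls: negative DMSO alone, positive Apelin-13 at 10 nM.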
tim10-1 inh: growth inhibitors of tim10-1 mutant yeast, primary screen, luminescence, uHTS; inhibition, % at 20 µM; hit rate 2.2% among 330,000; S. cerevisiae tim10-1 ts strain growth, BacTiter-Glo, 24 h;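 active means inhibition of at least 40%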;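 further: mutant grown at 25 °C; 0% = DMSO wells with yeast and 100% = wells holding no yeast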
CXCR6 inh: CXCR6 receptor inhibitors, primary screen, cell-based, beta-arrestin, luminescence, CHO-K1 PathHunter, 1536-well | inhibition, % at 20 µM | AID 602244, 2012 | C-X-C chemokine receptor type 6 (Homo sapiens), O00574 | hit rate 0.36% among 360,000; in the data active means inhibition above about 34%, passing the limit was not always enough;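 further: antagonist mode with CXCL16 agonist at 10 nM final; 0% = 10 nM CXCL16 with DMSO and 100% = unstimulated wells without agonist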
tim23-1 inh: growth inhibitors of tim23-1 mutant yeast, primary screen, luminescence, uHTS | S. cerevisiae tim23-1 growth, BacTiter-Glo luminescence, 24 h | inhibition, % at 20 µM | hit rate 1.3% among 330,000 | AID 463212, 2010;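 active means growth inhibition of the mutant yeast at or above 50%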;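 further: temperature-sensitive mutant grown at 25 °C; plate controls were DMSO-treated mutant yeast for no effect and medium wells lacking yeast for full effect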
Mdm2 MdmX PPI: inhibitors of human Mdm2-MdmX association, primary screen, cell-based, luminescence, split luciferase, SaOS-2, uHTS | SaOS-2 split-luciferase Mdm2/MdmX complementation | inhibition, % at 8 µM | hit rate 3% among 330,000;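 active means inhibition of at least 50% at 8 µM in the primary screen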
Target sequence (O15151 whole entry, looked up): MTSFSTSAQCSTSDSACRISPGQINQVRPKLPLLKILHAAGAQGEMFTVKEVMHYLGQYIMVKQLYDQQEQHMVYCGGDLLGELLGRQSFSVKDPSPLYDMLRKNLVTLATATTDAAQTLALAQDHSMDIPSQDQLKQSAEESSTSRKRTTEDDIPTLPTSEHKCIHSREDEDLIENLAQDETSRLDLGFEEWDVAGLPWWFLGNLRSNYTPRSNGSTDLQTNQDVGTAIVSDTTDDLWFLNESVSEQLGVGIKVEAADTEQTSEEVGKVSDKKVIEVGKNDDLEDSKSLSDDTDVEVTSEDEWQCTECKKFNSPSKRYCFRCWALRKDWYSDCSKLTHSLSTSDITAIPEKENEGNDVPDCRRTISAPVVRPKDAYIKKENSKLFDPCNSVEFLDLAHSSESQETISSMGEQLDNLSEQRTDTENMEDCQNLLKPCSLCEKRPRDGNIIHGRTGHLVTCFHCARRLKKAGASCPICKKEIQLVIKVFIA
Target sequence (Q00987 whole entry, looked up): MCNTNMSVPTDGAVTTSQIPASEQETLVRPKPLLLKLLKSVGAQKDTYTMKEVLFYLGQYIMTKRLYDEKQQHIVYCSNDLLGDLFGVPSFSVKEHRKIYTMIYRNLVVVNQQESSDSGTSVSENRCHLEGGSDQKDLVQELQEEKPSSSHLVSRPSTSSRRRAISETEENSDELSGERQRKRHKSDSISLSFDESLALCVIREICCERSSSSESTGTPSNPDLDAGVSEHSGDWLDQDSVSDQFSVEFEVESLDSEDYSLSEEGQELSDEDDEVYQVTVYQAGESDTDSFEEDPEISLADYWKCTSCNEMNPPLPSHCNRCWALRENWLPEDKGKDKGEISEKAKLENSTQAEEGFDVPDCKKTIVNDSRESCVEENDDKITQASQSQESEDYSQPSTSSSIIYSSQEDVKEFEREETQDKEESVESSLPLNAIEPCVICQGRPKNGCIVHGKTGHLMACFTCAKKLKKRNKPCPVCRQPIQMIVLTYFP
APJ antagonist: antagonists of human apelin receptor APJ, primary screen, CHO-K1 cells, beta-arrestin complementation, luminescence | P35414 | inhibition, % at 20 µM | hit rate 0.32% among 330,000;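 active means inhibition above about 40% at 20 µM, limit read from the data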;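 further: cells challenged with 10 nM apelin-13 agonist together with compound; plate controls were apelin-13 plus DMSO wells for no effect and DMSO wells lacking apelin-13 for full effect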
UPR XBP1 act: activators of adaptive XBP1 UPR arm, primary screen, cell-based, CHO-XBP1 luciferase reporter, luminescence, uHTS; hit rate 0.33% among 330,000; IRE1-XBP1 UPR activation; percent of tunicamycin response, DMSO as zero; activation, % at 20 µM; AID 463104, 2010;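 active means versus positive control, 20 µM dose yields 30% or more activation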;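 further: 100% = tunicamycin at 10 µg/mL and 0% = DMSO only wells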
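assay system = CHO-XBP1 luciferase reporter cells | amount = 1000 cells/well | buffer or medium = F12 plus 10% FBS | compound dosing = single point, 20 µM final compound, 1% DMSO | incubation = 16-18 h cell attachment at 37 °C, then 6 h compound exposure | detection = Steady-Glo luminescence read | controls = tunicamycin 10 µg/mL and vehicle-only wells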
Numbers without * were called inactive; / = not tested or not shown.

compound	tim10-1 inh	CHOP UPR activ	UPR XBP1 act	tim23-1 inh	APJ antagonist	TIM10 inh	Mdm2 MdmX PPI	APJ agonist	CXCR6 inh
O=c1[nH]c(CN2CC=C(c3ccccc3)CC2)nc2scc(-c3ccccc3)c12	1	0.6	-3	13	11	-1	8	-1	8
CCCCCCN=C(CC)c1c(O)n(CCCC)c(=O)[nH]c1=O	18	0.1	5	25	8	-15	-7	1	2
CC[C@@H](CO)C1CC2NC3CC4(c5ccccc5N(C)[C@@H]24)C(O)C31 (stereo partly drawn)	-10	0.5	-3	-14	-18	-10	1	-3	-5
C/C1=C\[C@@H](C)C/C=C/[C@H]2[C@@H]3O[C@]3(C)[C@@H](C)[C@H]3[C@H](Cc4c[nH]c5ccccc45)NC(=O)[C@]32C(=O)/C=C/C(=O)[C@@H]1O	-30	-9.4	-8	17	9	3	83*	-1	-1
O=c1c2ccccc2nc(Cc2ccccc2)n1-c1ccccc1	21	1.7	-3	25	15	-1	-23	-1	17
O=[N+]([O-])c1cnc2ccc3ccccc3c2c1	3	3.5	3	-5	-48	-23	32	3	-10
Cc1ccc(/C=C2/Sc3ccc(C(=O)N4CCC5(CC4)OCCO5)cc3NC2=O)cc1	47*	2.6	-6	40	-11	23	39	-3	-6
O=C1Nc2ccccc2C(c2ccccc2)=NC1O (stereo not drawn)	3	1.8	-3	4	-9	10	23	-1	1
O=C(Cn1cc(C(=O)c2ccccc2)c2ccccc21)NCc1ccco1	3	1.1	-2	3	2	-2	7	-3	-4
Cc1cc(/C=C2\C(=O)NC(=O)N(c3ccc(F)cc3)C2=O)c(C)n1-c1cccc(C(=O)O)c1	14	0.9	2	4	16	7	27	-1	-2
CC(=NCc1ccco1)c1c(O)n(C)c(=O)n(C)c1=O	12	-3.0	2	8	-21	8	-14	0	4
CCOC(=O)C1=Nc2ccccc2/C1=C\c1c(O)n(C)c(=O)n(C)c1=O	-26	-1.6	-2	37	21	-9	21	-1	-13
Cc1ccsc1C(=O)C1CCCN(Cc2cccc(OCCO)c2)C1 (stereo not drawn)	-2	-1.0	-2	-8	2	-23	17	-4	-2
O=C(Cc1cccs1)N1CCC2(CC1)OCCO2	11	1.0	-1	1	-1	-11	4	1	-2
CCN1C[C@]2(C)CC[C@H](O)[C@]34C1[C@H](C[C@H]23)[C@@]1(O)C[C@H](OC)[C@H]2C[C@@H]4[C@@H]1C2O (stereo partly drawn)	5	-0.1	-7	-13	-2	4	23	-4	4
O=C1NC(=S)NC(=O)C1=Cc1ccc2c(c1)CCN2CCCCl	14	9.4	-1	0	3	-7	16	-1	4
O=P(c1ccccc1)(c1nc2ccccc2s1)N1CCOCC1 (stereo not drawn)	18	-0.8	1	22	2	22	-18	-3	2
CCN(CC)C(=O)c1ccc(NC(=O)c2ccc(-n3cncn3)c([N+](=O)[O-])c2)cc1	11	0.0	-4	7	-93	-1	-9	11	0
COc1ccc(NC(c2ccccc2)P(=O)(Oc2ccccc2)Oc2ccccc2)cc1 (stereo not drawn)	10	-2.4	0	3	-3	16	-16	-3	0
CN1CCN(c2cn[nH]c(=O)c2Cl)CC1	-1	-2.0	0	0	14	-5	21	-2	3
CCCCN1C(=O)/C(=C/c2ccc(N(C)C)cc2)C(=O)N(Cc2ccco2)C1=O	28	0.5	2	12	13	-10	-13	0	-4
Cc1cc(C)cc(-n2c(C)cc(/C=C3\C(=O)NC(=O)N(C)C3=O)c2C)c1	2	0.0	-1	2	14	-10	-6	-3	-6
COC(=O)C1=C(c2ccc(OC(F)(F)F)cc2)C[C@@H]2CC[C@H]1N2C(=O)NCCOc1ccccc1	21	0.3	-3	41	10	23	3	-2	6
Cc1ccc(N2C(=O)CC(=O)NC2=O)cc1Cl	5	-0.1	-5	-9	5	6	1	-3	-14
O=C(Nc1ccc(Br)cc1)c1nn(C23CC4CC(CC(C4)C2)C3)cc1Br	18	-1.4	-1	5	0	3	-9	6	0
Clc1ccccc1Nc1ncnc(-n2cccc2)n1	9	4.0	9	6	14	16	-90	-1	1
COc1ccc(-n2c(O)c(/C=C3\C=Nc4ccc(Br)cc43)c(=O)[nH]c2=O)c(OC)c1	14	4.1	3	5	-11	-10	-21	0	18
COc1ccc(C2CN(C)CC2C(=O)c2ccc(C)cc2)cc1Cl (stereo not drawn)	12	0.0	-1	-8	2	12	15	-1	-4
CCN1CCN(C(=O)Cc2coc3cc(C)cc(C)c23)CC1	3	0.9	-3	12	12	7	-7	0	-6
COP(=O)(OC)C1(O)C(=O)Nc2ccc(Br)cc21 (stereo not drawn)	21	-0.5	-2	10	7	5	-1	-1	-4
Cc1cccc(N2C(=O)/C(=C/c3ccc(N4CCN(C)CC4)o3)C(=O)NC2=S)c1C	12	0.9	-3	13	4	8	16	-5	21
CN1CCC2(CC1)N=C(c1ccc(F)cc1)C(=S)N2	-3	1.8	-1	11	-10	-10	9	-1	-8
COC(=O)C1=C(c2ccc(F)cc2F)C[C@@H]2CC[C@H]1N2C(=O)N1CCC(O)CC1	7	-1.2	-2	-4	-4	-4	11	-1	-3
CCOC(C(=O)OCCCN(CC)CC)(c1ccccc1)c1ccccc1	7	0.1	-4	5	16	-1	23	-4	5
COc1ccc(N2C(=O)/C(=C/C=C/c3ccccc3[N+](=O)[O-])C(=O)NC2=S)cc1	10	355*	-7	26	-1	14	12	2	/
CN(c1ccc(OCC(=O)N2CCN(C/C=C/c3ccccc3)CC2)cc1)S(=O)(=O)c1cccs1	3	0.7	-4	11	-7	-5	22	3	-1
CN1CCN(c2ccccc2N)CC1	-1	0.9	-2	19	-3	2	17	4	4
Nc1ccccc1Cl	-14	2.0	0	-8	-9	2	9	-3	-2
CC(C)C1(C)N=C(c2ncccc2C(=O)O)NC1=O (stereo not drawn)	6	0.3	1	8	1	8	-2	3	4
CC(=O)N1CC(=O)Nc2ccc(Br)cc2C1c1ccc(F)cc1 (stereo not drawn)	23	1.7	-1	-6	1	-13	-6	-3	-2
COC(=O)C1=C(c2cccc(C#N)c2)C[C@@H]2CC[C@H]1N2C(=O)NCc1cccc2ccccc12	13	0.9	-3	30	2	9	28	-5	2
COC(=O)CC(=O)c1ccc2c(c1)OCO2	12	-2.0	-1	16	8	13	6	-2	0
C[C@]12CCC3C(C(=O)C[C@H]4C[C@@H](O)CC[C@]34C)C1CCC2=O (stereo partly drawn)	-1	-0.4	-1	13	11	-1	20	-7	0
Cc1c(Cl)cccc1N1C(=O)NC(=O)/C(=C\c2cc(C)n(-c3cccc(C(=O)O)c3C)c2C)C1=O	-19	0.2	1	-2	-5	-15	37	-3	11
N#CCCn1cc(C(=O)Nc2ccccc2Br)c(-c2ccc([N+](=O)[O-])cc2)n1	7	0.4	-2	5	9	13	-23	-3	-2
COc1ccc(CNCCc2ccc3c(c2)OCO3)cc1Br	-7	-1.1	-1	-10	-5	-14	3	-2	4
COC(=O)N(c1ccccc1)P1(=S)OCCO1	2	-1.5	-1	5	12	2	11	-1	-3
O=P(O)(O)Cc1c(Cl)cccc1Cl	-3	-3.1	2	-2	-14	-24	19	1	-10
CCOC(=O)C1(CCc2ccccc2)CCN(Cc2ccc(NC(C)=O)cc2)CC1	9	-1.3	-1	17	15	-2	21	-1	8
O=C1NC(=O)N(c2ccccc2)C(=O)/C1=C/c1ccc([N+](=O)[O-])s1	81*	-0.9	-3	41	-32	85*	-3	-4	3

Given as labelled records: part of the list above.
O=P(O)(O)Cc1c(Cl)cccc1Cl
  tim10-1 inh = -3 | CHOP UPR activ = -3.1 | UPR XBP1 act = 2 | tim23-1 inh = -2 | APJ antagonist = -14 | TIM10 inh = -24 | Mdm2 MdmX PPI = 19 | APJ agonist = 1 | CXCR6 inh = -10

Cc1c(Cl)cccc1N1C(=O)NC(=O)/C(=C\c2cc(C)n(-c3cccc(C(=O)O)c3C)c2C)C1=O
  tim10-1 inh = -19 | CHOP UPR activ = 0.2 | UPR XBP1 act = 1 | tim23-1 inh = -2 | APJ antagonist = -5 | TIM10 inh = -15 | Mdm2 MdmX PPI = 37 | APJ agonist = -3 | CXCR6 inh = 11

C[C@]12CCC3C(C(=O)C[C@H]4C[C@@H](O)CC[C@]34C)C1CCC2=O (stereo partly drawn)
  tim10-1 inh = -1 | CHOP UPR activ = -0.4 | UPR XBP1 act = -1 | tim23-1 inh = 13 | APJ antagonist = 11 | TIM10 inh = -1 | Mdm2 MdmX PPI = 20 | APJ agonist = -7 | CXCR6 inh = 0

Remaining list, next part:
compound	tim10-1 inh	CHOP UPR activ	UPR XBP1 act	tim23-1 inh	APJ antagonist	TIM10 inh	Mdm2 MdmX PPI	APJ agonist	CXCR6 inh
CCCCn1c(O)c(C=NCCN2CCCCC2)c(=O)[nH]c1=O	-5	-0.2	-3	-3	-7	4	-23	0	-1
CN1CCN(C(=O)COc2ccc3ccccc3c2)CC1	-7	0.9	-2	-3	28	-2	6	1	0
Cc1cc(C)n(-c2ccc(NN=C(C#N)C#N)cc2)n1	24	5.0	0	36	15	27	62*	-3	3
C[C@]12CCC3[C@@H](CC[C@@H]4C[C@H](O)CC[C@]34C)[C@@H]1CCC2=O (stereo partly drawn)	30	1.7	6	44	1	10	-17	3	1
Clc1cccc(N2CCNCC2)c1	9	-0.7	-2	-15	-3	6	-13	-4	3
O=C(Nc1ccccc1F)OC1CN2CCC1CC2 (stereo not drawn)	-17	-0.3	1	-7	-5	-15	-1	2	8
N#CCCn1cc(C(=O)Nc2ccccc2Br)c(-c2ccc3c(c2)OCCO3)n1	35	-0.9	-2	12	16	10	0	-3	1
Cc1ccc(N(C)C(=O)Oc2ccc(C(=O)c3ccc(Cl)cc3)cc2)cc1	5	-1.9	-4	-1	11	-9	-2	-2	12
O=[N+]([O-])c1ccc2c(c1)C(c1ccccc1)=NCCN2	18	1.6	1	14	-6	-2	26	-5	8
CC12CCC3C(CC=C4CC(O)CCC43C)C1C/C(=C\N1CCCC1)C2=O (stereo not drawn)	0	0.6	1	7	-1	-24	-13	-1	/
O=C(CN1CC=C(c2ccccc2)CC1)Nc1c(Cl)cccc1Cl	11	2.5	-1	19	-3	3	-30	5	5
CC(=O)N1N=C2C3CCN(CC3)C2C1c1ccc(Br)cc1 (stereo not drawn)	-6	0.2	-4	6	-1	9	-14	-3	1
COC(=O)C1C2c3ccccc3OC1(C)N=c1s/c(=C/c3cn(C)nc3C)c(=O)n12 (stereo not drawn)	26	1.4	-2	25	-8	18	23	-2	-23

Screens: PubChem, Sanford-Burnham Center for Chemical Genomics

These rows are one share of the data, so the mix of outcomes need not match the whole.
